EP2 antag = inhibitors of human EP2 prostaglandin E2 receptor; C6 glioma cells expressing human EP2, cAMP TR-FRET; cells stimulated with saturating PGE2; actives 0.52% (n = 260,000); inhibition, % at 25 µM; P43116;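 active means percent inhibition above 40 after rounding to a whole number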;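 further: rat C6 glioma host cells with rolipram phosphodiesterase inhibitor present; the protocol text gives 20 µM as final concentration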
CHOP inh = blocks CHOP induction under ER stress. actives 3.8% (n = 220,000). AID 2732. inhibition, % at 10 µM. CHO-K1 CHOP-promoter luciferase, tunicamycin-induced, 15-18 h;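 active means compounds that reduced the stress-induced luciferase reporter signal by more than about 70% of percent inhibition, limit read from the data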;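 further: 0% = tunicamycin plus vehicle and 100% = wells without tunicamycin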
TRPML3 ag = activates the human TRPML3 channel; activation, % at 3 µM; Q8TDD5; AID 1448; actives 0.29% (n = 220,000); HEK293 TRPML3-YFP, Fluo-8 calcium fluorescence; 100% = the carbachol control signal;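 active means activation above its plate's cutoff, the mean activation of the plate's test wells plus 3 SD, cut at about 12% in these data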;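 further: 0% = DMSO only wells and 100% = carbachol wells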
Target sequence (Q8TDD5 whole entry, looked up): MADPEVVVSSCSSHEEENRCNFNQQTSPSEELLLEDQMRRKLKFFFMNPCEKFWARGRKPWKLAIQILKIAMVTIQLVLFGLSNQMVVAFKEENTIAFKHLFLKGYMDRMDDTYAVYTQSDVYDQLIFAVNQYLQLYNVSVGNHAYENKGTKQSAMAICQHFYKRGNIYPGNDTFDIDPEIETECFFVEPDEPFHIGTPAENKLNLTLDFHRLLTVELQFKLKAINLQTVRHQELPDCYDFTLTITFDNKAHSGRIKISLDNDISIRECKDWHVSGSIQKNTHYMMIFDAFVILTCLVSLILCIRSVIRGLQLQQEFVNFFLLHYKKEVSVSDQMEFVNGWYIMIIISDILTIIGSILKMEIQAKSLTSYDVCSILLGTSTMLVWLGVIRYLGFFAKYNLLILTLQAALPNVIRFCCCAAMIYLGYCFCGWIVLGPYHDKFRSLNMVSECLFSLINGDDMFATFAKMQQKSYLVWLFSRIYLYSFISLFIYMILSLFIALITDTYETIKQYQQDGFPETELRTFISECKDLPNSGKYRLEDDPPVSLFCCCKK
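Material: HEK293 cells stably carrying human TRPML3-YFP; compound dosing: single dose, 3 µM final nominal compound, 0.3% DMSO final; incubation: 1-h 37 °C dye load, 5-s basal, 120-s post-compound reads; technique: Fluo-8 intracellular calcium fluorescence, excitation 470-495 nm, emission 515-575 nm; read-out basis: percent activation from peak-to-basal fluorescence ratio, scaled between DMSO and carbachol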
NPY-Y1 PAM-ag = potentiators or agonists of human neuropeptide Y receptor Y1 | P25929 | NPY-Y1 expressing cells, potentiator/agonist activation | activation, % at 3.6 µM | actives 0.37% (n = 220,000); in the data active means activation above about 33%, passing the limit was not always enough;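 further: cells stimulated with NPY at EC10 then isoproterenol at EC100; 0% = low agonist plus stimulus and 100% = saturating agonist plus stimulus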
14-3-3 Bad inh = disrupts binding of bovine 14-3-3 zeta to phospho-Bad peptide. P63103. TR-FRET 14-3-3zeta/Dy647-pBad peptide displacement, 1 h. actives 0.71% (n = 220,000). inhibition, % at 21.7 µM;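 active means inhibition above about 70%, limit read from the data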;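 further: 0% = full 14-3-3 plus peptide FRET controls and 100% = background without 14-3-3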
Target sequence (P63103 whole entry, looked up): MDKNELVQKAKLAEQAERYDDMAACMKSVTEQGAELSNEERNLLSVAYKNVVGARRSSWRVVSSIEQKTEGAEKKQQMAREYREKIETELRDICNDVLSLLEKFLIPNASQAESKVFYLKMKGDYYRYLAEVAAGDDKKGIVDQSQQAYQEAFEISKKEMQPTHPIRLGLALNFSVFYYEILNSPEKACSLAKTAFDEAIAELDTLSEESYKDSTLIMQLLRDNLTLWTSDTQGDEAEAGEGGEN
EP2 mod = modulates human prostaglandin E2 receptor EP2 signaling; P43116; EP2-expressing cells, cAMP HTRF FRET, PGE2 co-stimulation; induction, % at 25 µM; actives 0.83% (n = 260,000); AID 940;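 active means compounds whose cAMP rise, as percent of the full-agonist control response, exceeds 60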;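 further: rat C6 glioma line stably carrying human EP2 under a CMV promoter; the protocol text gives 20 µM as final concentration; 100% = response of wells given 1 µM PGE2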
TRPN1 ag = activates the zebrafish TRPN1 channel; activation, % at 3 µM; HEK293 zebrafish TRPN1-YFP, Fluo-8 calcium fluorescence; 100% = response to 87 µM carbachol; actives 0.18% (n = 220,000);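 active means activation above its plate's cutoff, the mean activation of test wells on that plate plus 3 SD, cut at about 19% in these data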;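 further: 0% = DMSO alone and 100% = 87 µM carbachol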
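Material: zebrafish TRPN1-YFP in HEK293 cells. Doses: one dose of 3 µM, 0.3% DMSO. Incubation: dye 1 h 37 °C plus 30 min RT. Measured by: intracellular calcium fluorescence with Fluo-8.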
NPY-Y1 antag = blocks the human neuropeptide Y Y1 receptor; AID 1040; inhibition, % at 3.6 µM; HEK293-CNG Y1 cells, membrane potential fluorescence; NPY at EC95, then isoproterenol; P25929; actives 1% (n = 200,000);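 active means inhibition above the campaign mean inhibition of all tested compounds plus 3 SD, cut at about 20% in these data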;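 further: 0% = DMSO wells given NPY plus isoproterenol and 100% = isoproterenol alone without NPY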
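material = HEK293 cells with Y1 receptor plus CNG channel | also added = NPY 25 nM then isoproterenol 1 µM plus Ro 20-1724 25 µM | schedule = dye 3 h, compound 60 min room temperature, stimulation 45 min | measured by = membrane potential fluorescence | benchmarks = high control isoproterenol alone, low control NPY with isoproterenol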
PPC-1+TRAIL kill = kills PPC-1 cancer cells in the presence of TRAIL; cell killing (% activity), % at 4 µM; AID 1443; PPC-1 cells + TRAIL, ATPLite viability luminescence; actives 0.41% (n = 220,000);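 active means cell killing above 50% in the first pass at 4 µM, then a duplicate retest at 5 µM averaging 50% or more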;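 further: plate controls were cells with TRAIL plus DMSO for no effect and medium-only wells lacking cells for full effect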
Active calls of the source: *; nt = not tested or not shown; & = joins results of further samples; [ ] = another dose, or the depositor's remark. Some of the compounds tested (hit frequency here may not be typical).

SMILES	EP2 antag	CHOP inh	TRPML3 ag	NPY-Y1 PAM-ag	14-3-3 Bad inh	EP2 mod	TRPN1 ag	NPY-Y1 antag	PPC-1+TRAIL kill
CCOc1ccccc1N1CCN(C/C=C/c2ccc(N(C)C)cc2)CC1	9	24	0.3	-7	78*[fluorescence artefact?]	3	-0.4	7	-9
Cc1c(C#N)c(NC(=O)c2ccccc2)n(Cc2ccccc2)c1C	9	-5	-1.1	-12	-13	38	-1.0	5	26
COCCCNc1nc(SCc2ccccc2)nc2sc3c(c12)CCC3	4	28	0.0	-71	-6	22	-0.5	21*	-10
O=C(Nc1ccc(S(=O)(=O)Nc2ncccn2)cc1)c1ccccc1NS(=O)(=O)c1ccc(Cl)cc1	7	1	0.7	2	4	9	1.2	nt	5
CCOC(=O)c1cn(-c2nc(-c3ccc(Cl)c(Cl)c3)cs2)c2c(F)c(N3CCOCC3)c(F)cc2c1=O	nt	-23	-0.1	1	34	9	0.5	3	5
Fc1ccc(N2CCN(Cc3cnc(N4CCOCC4)s3)CC2)cc1	8	7	2.8	-6	-7	-1	5.7	0	0
CC1CCN(c2ccccc2NC(=O)c2ccc(C#N)cc2F)CC1	10	25	1.2	-14	-12	59	0.1	7	13
Cc1ccc(NC(=O)CSCC(=O)O)c(C)c1	2	56	0.3	11	2[fluorescence artefact?]	1	1.2	3	11
COCCN1C(=O)c2ccccc2C(C(=O)N2CCN(c3ccccn3)CC2)C1c1ccc(F)cc1 (configuration not stated)	3	3	-0.1	-2	12	12	0.0	17	32
CCn1c(SCC(=O)c2ccccc2)nc2c(c1=O)SC(C)C2 (configuration not stated)	3	6	-0.6	11	-13	-16	-1.6	-3	26
O=C1CCCN1CCC1CCN(C(=S)Nc2ccc(F)cc2)CC1	10	-7	0.1	-2	6	1	0.7	8	7
Cc1nc2ccccn2c1C(=O)N/N=C/c1cc(C)n(-c2ccc(Cl)cc2)c1C	8	15	-0.1	-23	-14	-39	-0.3	16	0
O=C(NN=C1CCCCCCC1)C(=O)NC1CCCCC1	12	39	0.9	-13	-2[fluorescence artefact?]	2	-0.7	-1	-15
COc1ccc(C)cc1S(=O)(=O)N(C)CC(N)=O	13	37	1.0	1	6[fluorescence artefact?]	12	1.6	-2	-1
COc1cc(C)c(S(=O)(=O)NC2CC(C)(C)NC(C)(C)C2)cc1C	12&6	-9	0.3	20	-6	-7&-14	-0.9	-3	7
CSc1cccc(NC(=O)c2ccc(Cl)nc2)c1	11	8	-0.2	7	-4	-9	0.8	-6	3
Cc1cc(NC(=O)Cc2cccs2)nn1CC(=O)NCc1ccco1	10	18	0.0	-14	1	-3	1.3	4	-4
CCCCC(=O)Nc1ccc(C(=O)NNC(=O)c2ccco2)cc1	-3	57	0.7	-10	0	-3	0.4	4	-6
COC(=O)c1cc(CN2CCN(c3ccccc3C)CC2)ccc1O	11	72*	0.3	-30	29	26	-1.9	9	25
COc1ccccc1N1CCN(C(=O)c2cnn3cccnc23)CC1	6	7	0.2	-1	-2	-1	0.4	1	-9
CC(=O)Nc1nc(C)nc(-c2ccccc2)c1C(C)=O	24	9	1.2	-11	20	32	-0.9	4	3
CCOC(=O)c1sc(NC(=O)CSc2nccc(C)n2)c(C#N)c1C	nt	38	0.3	-25	0	26	-0.3	-2	-15
O=C(CN1C(=O)c2ccccc2C1=O)NCc1ccccn1	nt	13	0.8	2	3	28	1.3	-2	-6
O=C(Nc1ccc(F)cc1)c1cc(S(=O)(=O)N2CCCCC2)cs1	4	-14	-0.3	20	-9	-48	0.6	-14	21
CC(C)(C)NC(=O)CSc1nc(N)c(-c2ccccc2)c(=O)[nH]1	3&9	21	1.0	10	-9	-28&25	-1.5	-1	8
CC(=O)c1ccc(NC(=O)C(Cc2ccccc2)n2cccc2)cc1 (configuration not stated)	8	37	0.0	4	5	6	-1.2	nt	12
NS(=O)(=O)c1ccc(N/N=C/c2ccccc2Br)cc1	9	35	-0.9	23	-8	-46	-0.3	1	6
Cc1ccc(N=Cc2cc(C)n(C3CCCC3)c2C)cc1	5	26	-0.2	-15	33[fluorescence artefact?]	3	0.6	2	18
O=C(O)CC(NC(=O)C(F)(F)F)c1ccc2c(c1)OCO2 (configuration not stated)	2	3	0.0	-12	-6	-32	0.6	-1	-2
COc1ccc(/C=N/n2c(SC)nnc(C(C)(C)C)c2=O)cc1	12	35	0.1	-23	-8[fluorescence artefact?]	20	1.6	2	-8

Single records, from the list above. Values in the order: EP2 antag	CHOP inh	TRPML3 ag	NPY-Y1 PAM-ag	14-3-3 Bad inh	EP2 mod	TRPN1 ag	NPY-Y1 antag	PPC-1+TRAIL kill
Listed for COc1ccc(/C=N/n2c(SC)nnc(C(C)(C)C)c2=O)cc1 = 12	35	0.1	-23	-8[fluorescence artefact?]	20	1.6	2	-8
Listed for CSc1cccc(NC(=O)c2ccc(Cl)nc2)c1 = 11	8	-0.2	7	-4	-9	0.8	-6	3
Listed for CC(C)(C)NC(=O)CSc1nc(N)c(-c2ccccc2)c(=O)[nH]1 = 3&9	21	1.0	10	-9	-28&25	-1.5	-1	8

Next part
SMILES	EP2 antag	CHOP inh	TRPML3 ag	NPY-Y1 PAM-ag	14-3-3 Bad inh	EP2 mod	TRPN1 ag	NPY-Y1 antag	PPC-1+TRAIL kill
COc1cccc2cc(C(=O)N(C)C3CCN(C)CC3)c(=O)oc12	-4	0	0.5	6	-3	-15	0.4	5	-9
O=C(CSCC(=O)N1CCN(c2ccccc2)CC1)Nc1nc(-c2ccc(Cl)s2)cs1	11	69	0.9	-5	-3	-16	2.3	-4	30
Cc1ccc(S(=O)(=O)NCc2n[nH]c(=S)n2C)cc1	9	-2	0.1	7	-1	26	0.6	4	2
OCCCc1nc2ccccc2[nH]1	2	9	0.6	14	-3	-30	0.9	10	10
COC(=O)C1NN=C(C(=O)c2ccc(Br)cc2)C1c1cccc(Br)c1 (configuration not stated)	12	75*	0.1	13	1	1	-1.5	2	7
CCOC(=O)c1cnc2c(C)cccc2c1Nc1cccc(C(=O)O)c1	5	5	0.1	10	-3	4	1.9	nt	6
COCCOC(=O)C1=C(N)OC2=C(C(=O)CCC2)C1c1cccnc1 (configuration not stated)	10	44	0.8	16	3	6	0.2	-2	-2
O=C(Cn1nnc(-c2ccc(Cl)cc2)n1)NC1CCN(Cc2ccccc2)CC1	13	4	1.4	11	5	-11	-0.1	-1	11
O=S(=O)(Nc1cccc(-c2nnco2)c1)c1ccc(F)cc1F	7	-4	0.5	11	5	-1	-0.2	nt	-1
COCCCNC(=O)/C(C#N)=c1\s/c(=C\c2ccccc2OC(F)F)c(=O)n1CCCOC	3	-11	0.5	-5	4[fluorescence artefact?]	13	0.4	6	15
O=C(CSc1nnc(SCc2ccccc2Cl)s1)N/N=C/c1c[nH]c2ccccc12	10	53	0.9	0	-9	-11	0.1	6	-2
Cc1c(C(=O)C(C)C)n(C)c2ccccc12	15	19	0.0	10	-1	0	1.2	3	-11
COc1ccc(/C=C2\SC(=O)N(CCNC(=O)C3CC4C=CC3C4)C2=O)cc1 (configuration not stated)	1	8	0.2	-8	-25	-12	0.8	4	-4
O=C(NCc1ccc2c(c1)OCO2)c1c(F)c(F)c(F)c(F)c1F	16	9	0.1	-35	-1	1	-1.7	6	9
CCOC(=O)c1c(NC(=O)C2CC=CCC2C(=O)O)sc(C)c1CC (configuration not stated)	9	-16	0.6	-16	-8	43	-0.1	6	19
Nc1nc(=S)c2ncn(C3CCCC3)c2[nH]1	16	20	1.2	13	-15	-4	0.3	nt	7
COc1ccc(N=Cc2ccc(-c3ccccc3)o2)cc1	14	-7	0.7	-5	-9	-5	-1.7	2	23
O=C(O)/C=C/c1cccc(OCc2ccccc2)c1	5	26	0.0	1	-2	3	-0.5	0	-3
O=C(NCCc1ccccc1)c1ccc(Br)o1	8	-11	0.1	11	-1	-24	0.8	6	5
COc1ccc(Cc2[nH]n3c(=O)c(Cl)c(C)nc3c2-c2ccccc2)cc1	18	10	0.4	18	-22	15	1.2	-7	17
N/C(Cc1ccc(Cl)cc1)=N\OC(=O)c1ccc2ccccc2c1	15	-14	-0.4	-21	7	-14	-0.3	10	6
O=C(CSc1cccc[n+]1[O-])Nc1cccc(S(=O)(=O)NC2=NCCCCC2)c1	3	-11	0.1	-12	4	-2	1.0	1	6
COc1cc(-c2cn(S(=O)(=O)c3cccc4nsnc34)nc2N)cc(OC)c1OC	0	27	-1.2	-26	7	-24	-0.3	23*	3
COc1cccc(NC(=O)c2ccncc2)c1	10	-17	0.6	6	-2	-19	-0.2	-10	8
Cc1cc(C(=O)OCC(=O)N2CC(C)CC(C)C2)c(C)o1 (configuration not stated)	12	19	0.0	0	6	7	-0.1	0	-22
O=C(/C=C/c1ccc(Cl)c([N+](=O)[O-])c1)c1ccc(O)cc1	2	-208	-0.5	13	-2	-38	-1.4	nt	19[5 µM]
CCOC(=O)Cc1csc(NC(=O)CN(C)S(=O)(=O)c2ccc3c(c2)CCC(=O)N3)n1	8	nt	1.1	0	nt	nt	-0.3	-3	4
Cc1cccc(NC(=O)CN2C(=O)CNC2=O)c1	nt	17	0.8	1	9	1	2.4	-6	43
COc1ccccc1CN1C(=O)c2ccncc2C1=O	7	21	0.1	8	7[fluorescence artefact?]	19	0.0	-2	6
Cc1c(N2C(=O)/C(=C/c3ccccc3)SC2=S)c(=O)n(-c2ccccc2)n1C	12	4	-0.4	-3	6	25	-0.7	-9	9
Cc1sc(NC(=O)CN2CCN(c3ccccn3)CC2)c(C#N)c1C	19	27	0.0	-12	11	7	-1.0	2	-15
NC(=O)/C(=C\c1cccnc1)NC(=O)c1ccccc1	5	-10	1.1	14	-17	21	1.9	-1	39
CCOC(=O)c1c(NC(=S)Nc2ccc(F)cc2)sc2c1CCC2	8	74*	0.3	-7	-8	32	0.0	10	-2
O=C(CC1C(=O)NCCN1Cc1c(F)cccc1Cl)NC1CCCC1 (configuration not stated)	6	11	0.1	-8	6	20	0.1	4	9
CCN1CCN(c2ccc([N+](=O)[O-])cc2C(=O)c2ccc(Cl)cc2)CC1	12	41	0.8	-7	8	4	3.0	37*	27
COc1ccc2c3c1O[C@H]1C[C@@H](O)C=C[C@@]31CCN(C)C2	15&11	31	0.6	0	-1	-6	1.2	-2	6
O=C(COc1cccnc1[N+](=O)[O-])NCc1cccs1	4	7	0.7	4	-11	9	-0.2	-4	-14
Cc1nc2sc(C(c3cccc(F)c3)N3CC(C)OC(C)C3)c(O)n2n1 (configuration not stated)	nt	-10	1.0	-2	-7	16	0.8	7	15
COc1c(C)oc2cc(O)ccc2c1=O	10	11	0.6	-10	12	28	1.3	3	14
Cn1nc(CC(=O)NC2CCCCC2)c2ccccc2c1=O	4	36	2.0	-1	-1	7	3.1	1	-3

Screening results (PubChem BioAssay)
